E-sel inducer: induces E-selectin expression in human endothelial cells | P16581 | HUVEC E-selectin immunofluorescence imaging; normalized: neutral wells 0, TNF-alpha wells 100 | activation, % at 7.58 µM | 260,000 compounds, 0.37% hits;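 active = mean E-selectin-positive cell signal at least 10% of the positive control, reached in at least 60% of replicates, without over 20% cell loss; inconclusive = no rule given, readout overlaps actives, possibly toxicity-flagged; inactive = the rest, including those meeting only one limit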;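 also: in these data hits start at about 27%; measured in HUVEC primary endothelial cells; signal is the percent of cells scored E-selectin positive by PE staining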
Target sequence (P16581 whole entry, looked up): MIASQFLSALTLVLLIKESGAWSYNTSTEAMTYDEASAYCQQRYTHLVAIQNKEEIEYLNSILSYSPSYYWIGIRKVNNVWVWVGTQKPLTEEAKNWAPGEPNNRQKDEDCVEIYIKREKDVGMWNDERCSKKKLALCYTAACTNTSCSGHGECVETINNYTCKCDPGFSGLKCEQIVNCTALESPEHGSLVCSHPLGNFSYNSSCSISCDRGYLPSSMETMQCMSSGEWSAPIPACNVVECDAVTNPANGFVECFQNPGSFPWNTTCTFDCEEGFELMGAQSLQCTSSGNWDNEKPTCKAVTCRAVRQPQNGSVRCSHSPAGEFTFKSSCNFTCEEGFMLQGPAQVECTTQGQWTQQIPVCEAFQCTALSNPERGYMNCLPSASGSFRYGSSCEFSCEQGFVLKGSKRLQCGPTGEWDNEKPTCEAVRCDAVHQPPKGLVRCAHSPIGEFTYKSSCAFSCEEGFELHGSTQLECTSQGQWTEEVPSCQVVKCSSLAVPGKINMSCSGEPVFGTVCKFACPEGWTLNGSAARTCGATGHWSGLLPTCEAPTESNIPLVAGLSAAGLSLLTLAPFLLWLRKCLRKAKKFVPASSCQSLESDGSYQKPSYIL
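Assay system: HUVEC, human umbilical vein endothelial cells / Amount: 3,000 HUVEC/well / Controls: TNF-alpha positive control, DMSO neutral control / Compound dosing: single concentration / Medium: EGM-2 over gelatin coat / Evaluation: percent E-selectin-positive cells / Signal: immunofluorescence imaging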
C2C12 statin: suppression of simvastatin myotoxicity; C2C12 myotubes + simvastatin, ATP luminescence, 48 h; scaled: DMSO 0, geranylgeraniol control 100; rescue of ATP level, % at 7.49 µM; 330,000 compounds, 0.78% hits;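 active = mean ATP rescue above about 67%, or every replicate alone reaching that limit, limit read from the data, passing the limit was not always enough; inconclusive = no clear call, values can overlap the other calls; inactive = mean under the limit and some replicate under it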;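 also: myotubes were challenged with 10 µM simvastatin during compound exposure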
The depositor's hits bear a star; ? = inconclusive.

The first three compounds as a preview:
SMILES	E-sel inducer	C2C12 statin
COC(=O)N(C)C[C@@H]1OCc2cn(nn2)CCCC(=O)N([C@@H](C)CO)C[C@@H]1C	0.1	-10
CCCC(=O)Nc1ccc2c(c1)OC[C@H](C)N(CCc1ccccc1)C[C@@H](C)[C@@H](OC)CN(C)C2=O	0.3	9
CO[C@H]1CN(C)C(=O)c2cc(NS(=O)(=O)c3cccc(F)c3)ccc2OC[C@@H](C)NC[C@H]1C	-0.2	0

All compounds of this part, repeating the preview:
SMILES	E-sel inducer	C2C12 statin
COC(=O)N(C)C[C@@H]1OCc2cn(nn2)CCCC(=O)N([C@@H](C)CO)C[C@@H]1C	0.1	-10
CCCC(=O)Nc1ccc2c(c1)OC[C@H](C)N(CCc1ccccc1)C[C@@H](C)[C@@H](OC)CN(C)C2=O	0.3	9
CO[C@H]1CN(C)C(=O)c2cc(NS(=O)(=O)c3cccc(F)c3)ccc2OC[C@@H](C)NC[C@H]1C	-0.2	0
CNC[C@H]1Oc2ccc(NC(=O)CCN3CCOCC3)cc2C(=O)N([C@@H](C)CO)C[C@@H]1C	-0.1	-17
CC(C)CC#Cc1ccc2c(c1)O[C@H](CN(C)C(=O)C1CC1)[C@@H](C)CN([C@H](C)CO)S2(=O)=O	?	-18
C[C@@H]1CCCCO[C@@H](CN(C)C)[C@@H](C)CN([C@H](C)CO)C(=O)c2cc(N(C)C)ccc2O1	-0.2	2
C[C@H](CO)N1C[C@H](C)[C@H](CN(C)S(=O)(=O)c2cccs2)OCCCC[C@H](C)Oc2ccc(N(C)C)cc2C1=O	-0.2	43
COc1ccc(NC(=O)N(C)C[C@H]2Oc3ccc(NS(=O)(=O)c4ccc(C)cc4)cc3CC(=O)N([C@H](C)CO)C[C@H]2C)cc1	1.0	32
CNC[C@H]1Oc2ccc(NC(=O)Cc3ccccc3)cc2CC(=O)N([C@H](C)CO)C[C@@H]1C	-0.1	31
COCC(=O)Nc1ccc2c(c1)C(=O)N(C)[C@H]1CC[C@@H](CC(=O)N3CCc4ccccc4C3)O[C@@H]1CO2	-0.2	15
CO[C@H]1CN(C)C(=O)c2ccc(NC(=O)NC(C)C)cc2OC[C@H](C)N(Cc2cncnc2)C[C@H]1C	-0.1	7
CCCN(C)C[C@H]1OCCCC[C@@H](C)Oc2ccc(NC(=O)CCCN(C)C)cc2C(=O)N([C@@H](C)CO)C[C@@H]1C	-0.1	-9
C[C@H]1CN([C@@H](C)CO)C(=O)c2cccc(NC(=O)Nc3ccccc3)c2O[C@@H]1CN(C)Cc1ccccc1	-2.7	-29
C[C@H](CO)N1C[C@H](C)[C@H](CN(C)C(=O)Nc2ccc(F)cc2)Oc2ccc(NC(=O)Cn3cnnn3)cc2CC1=O	?	-11
C[C@H]1CN([C@@H](C)CO)C(=O)c2cc(-c3ccc(F)cc3)cnc2O[C@@H]1CN(C)C(=O)Nc1ccc(F)cc1	0.0	26
C[C@@H]1CN([C@@H](C)CO)C(=O)Cc2cc(NC(=O)CCCCCC(=O)Nc3ccccc3N)ccc2O[C@@H]1CN(C)S(=O)(=O)c1ccc(Cl)cc1	-18	16
C[C@H]1CN([C@@H](C)CO)C(=O)c2cc(C3=CCCCC3)cnc2O[C@H]1CN(C)S(=O)(=O)c1cn(C)cn1	-0.1	-9
CO[C@H]1CN(C)C(=O)c2cc(NC(=O)Nc3cccc(Cl)c3)ccc2OC[C@@H](C)N(C(=O)Nc2c(C)noc2C)C[C@@H]1C	0.2	18
C[C@H]1CN([C@@H](C)CO)C(=O)Cc2cc(NS(=O)(=O)c3ccc(Cl)cc3)ccc2O[C@@H]1CN(C)C(=O)Nc1ccc2c(c1)OCO2	0.9	-9
CCCN(C)C[C@@H]1Oc2ncc(C#CC3CC3)cc2C(=O)N([C@H](C)CO)C[C@H]1C	-0.2	9
C[C@H]1CN([C@@H](C)CO)S(=O)(=O)c2ccc(C3=CCCC3)cc2O[C@@H]1CN(C)C(=O)C1CC1	0.8	-4
CC(C)C#Cc1ccc2c(c1)O[C@H](CN(C)C(=O)C1CCCCC1)[C@H](C)CN([C@H](C)CO)S2(=O)=O	0.4	-38
C[C@@H]1CCCCO[C@@H](CN(C)S(=O)(=O)c2ccc(Cl)cc2)[C@H](C)CN([C@@H](C)CO)C(=O)c2cc(N(C)C)ccc2O1	-0.1	-29
C[C@H](CO)N1C[C@H](C)[C@H](CN(C)Cc2ccccc2)Oc2cc(-c3ccccc3)ccc2S1(=O)=O	-2.0	-31
C[C@@H]1CN([C@@H](C)CO)S(=O)(=O)c2ccc(C#CC3CCCC3)cc2O[C@H]1CN(C)C(=O)c1cccc(F)c1	-0.9	-41
C[C@@H]1CCCCO[C@H](CN(C)Cc2ccc(C(=O)O)cc2)[C@@H](C)CN([C@@H](C)CO)C(=O)c2cc(N(C)C)ccc2O1	1.3	16
COc1ccc(NC(=O)N(C)C[C@@H]2Oc3c(NS(=O)(=O)c4ccccc4)cccc3C(=O)N([C@H](C)CO)C[C@H]2C)cc1	1.6	10
CCC(=O)N1C[C@@H](C)[C@@H](OC)CN(C)C(=O)c2cc(NC(=O)c3cnccn3)ccc2OC[C@H]1C	-0.2	-7
CO[C@@H]1CN(C)C(=O)c2ccc(NC(=O)C3CC3)cc2OC[C@H](C)N(Cc2cncnc2)C[C@H]1C	0.5	-13
CCCC(=O)Nc1ccc2c(c1)C(=O)N(C)C[C@H](OC)[C@H](C)CN(Cc1ccncc1)[C@H](C)CO2	0.2	8
COc1ccc(-c2cnc3c(c2)C(=O)N([C@@H](C)CO)C[C@@H](C)[C@H](CN(C)S(=O)(=O)c2ccc(OC)cc2)O3)cc1	0.6	12
C[C@H](CO)N1C[C@H](C)[C@H](CN(C)S(C)(=O)=O)OCCCC[C@H](C)Oc2ccc(NC(=O)C3CCCCC3)cc2C1=O	0.2	32
COC(=O)C[C@H]1CC[C@@H]2[C@@H](COc3ccc(NC(=O)NC(C)C)cc3C(=O)N2C)O1	-0.1	21
Cc1ccccc1CNC(=O)Cc1ccccc1[N+](=O)[O-]	-1.7	-1
C[C@H](CO)N1C[C@H](C)[C@@H](CN(C)C(=O)c2ccncc2)Oc2ncc(C#CC3CCCC3)cc2C1=O	-1.7	7
C[C@@H]1CN([C@@H](C)CO)C(=O)CCCn2cc(nn2)CO[C@@H]1CN(C)C(=O)C1CCCCC1	-0.1	-17

Rewritten bar-delimited: entries from further up
compound | E-sel inducer | C2C12 statin
C[C@@H]1CN([C@@H](C)CO)S(=O)(=O)c2ccc(C#CC3CCCC3)cc2O[C@H]1CN(C)C(=O)c1cccc(F)c1 | -0.9 | -41
COc1ccc(-c2cnc3c(c2)C(=O)N([C@@H](C)CO)C[C@@H](C)[C@H](CN(C)S(=O)(=O)c2ccc(OC)cc2)O3)cc1 | 0.6 | 12
CO[C@@H]1CN(C)C(=O)c2ccc(NC(=O)C3CC3)cc2OC[C@H](C)N(Cc2cncnc2)C[C@H]1C | 0.5 | -13
C[C@@H]1CN([C@@H](C)CO)C(=O)CCCn2cc(nn2)CO[C@@H]1CN(C)C(=O)C1CCCCC1 | -0.1 | -17

The listing continues.
SMILES	E-sel inducer	C2C12 statin
CO[C@@H]1CN(C)C(=O)c2ccc(NS(=O)(=O)CC(F)(F)F)cc2OC[C@H](C)N(C(=O)NC(C)C)C[C@@H]1C	0.0	7
C[C@@H]1CN([C@H](C)CO)C(=O)Cc2cc(NC(=O)Nc3ccc(C(F)(F)F)cc3)ccc2O[C@@H]1CN(C)C(=O)NC1CCCCC1	9.7	-78
CNC[C@@H]1OCCCC[C@@H](C)Oc2ccc(NS(=O)(=O)c3ccc(OC)cc3)cc2C(=O)N([C@@H](C)CO)C[C@H]1C	0.1	-4
C[C@@H]1CN([C@@H](C)CO)C(=O)c2cc(NS(=O)(=O)c3ccc(Cl)cc3)ccc2O[C@H]1CN(C)C(=O)Nc1ccc(C(F)(F)F)cc1	0.3	36
C[C@@H]1CN([C@@H](C)CO)C(=O)c2cc(C#Cc3ccccn3)cnc2O[C@H]1CN(C)Cc1ccccc1	-0.2	48
O=C(CSCc1c(Cl)cccc1Cl)Nc1ccc2c(c1)OCCO2	-0.2	0
O=C(NCc1ccc2c(c1)OCO2)[C@@H]1[C@@H](CO)[C@@H]2Cn3c(cccc3=O)[C@H]1N2Cc1cccnc1	-0.1	-13
CCC(=O)Nc1ccc2c(c1)C(=O)N(C)C[C@H](OC)[C@H](C)CN(C(=O)CN(C)C)[C@H](C)CO2	-0.1	18
O=C(C[C@H]1C=C[C@@H](NC(=O)Nc2ccc(C(F)(F)F)cc2)[C@@H](CO)O1)NCc1cccc(F)c1	-1.2	8
C[C@@H](NC(=O)C[C@@H]1CC[C@H]2[C@@H](COc3ccc(NC(=O)C4CCOCC4)cc3C(=O)N2C)O1)c1ccccc1	-0.2	-26
CO[C@H]1CC[C@@H]2CCOc3c(C#N)cccc3C(=O)N(C)C[C@@H](OC)[C@H](C)C(=O)N(C)C[C@H]1O2	0.0	-1
CNC[C@H]1OCCCC[C@@H](C)Oc2ccc(NS(=O)(=O)c3ccc(C)cc3)cc2C(=O)N([C@@H](C)CO)C[C@@H]1C	-0.1	18
CO[C@H]1CN(C)C(=O)c2ccc(NC(=O)Nc3ccc(Cl)cc3)cc2OC[C@@H](C)NC[C@@H]1C	0.1	-37
CCC(=O)Nc1ccc2c(c1)OC[C@@H](C)N(CC1CCCCC1)C[C@H](C)[C@H](OC)CN(C)C2=O	-0.1	-7
Cc1ccc(S(=O)(=O)Nc2ccc3c(c2)CC(=O)N([C@@H](C)CO)C[C@@H](C)[C@@H](CN(C)Cc2ccc(C(F)(F)F)cc2)O3)cc1	0.5	48
C[C@@H]1CN([C@H](C)CO)C(=O)c2cc(N(C)C)ccc2O[C@@H](C)CCCCO[C@H]1CN(C)Cc1ccc2c(c1)OCO2	-0.2	5
COc1ccc(NC(=O)N(C)C[C@@H]2Oc3ccc(NS(=O)(=O)c4ccc(C)cc4)cc3C(=O)N([C@H](C)CO)C[C@H]2C)cc1	0.0	22
CNC[C@@H]1OCCCC[C@H](C)Oc2ccc(NC(=O)Nc3c(C)noc3C)cc2C(=O)N([C@H](C)CO)C[C@@H]1C	1.4	-28
C[C@@H]1CN([C@H](C)CO)C(=O)Cc2cc(NC(=O)CCN3CCOCC3)ccc2O[C@@H]1CN(C)C(=O)NC1CCCCC1	0.1	-17
CCCNC(=O)Nc1ccc2c(c1)C(=O)N(C)C[C@@H](OC)[C@@H](C)CN(CC1CCCC1)[C@@H](C)CO2	-0.3	-6
CC(C)CN(C(=O)CN1CCN(c2ccc(F)cc2)CC1)c1c(N)n(CC(C)C)c(=O)[nH]c1=O	2.3	-3
C[C@@H]1CCCCO[C@@H](CN(C)Cc2ccc(C(=O)O)cc2)[C@H](C)CN([C@H](C)CO)C(=O)c2cc(N(C)C)ccc2O1	0.1	-30
CNC[C@@H]1Oc2ncc(C#Cc3ccccc3F)cc2C(=O)N([C@@H](C)CO)C[C@@H]1C	2.0	0
CNC[C@@H]1OCCCC[C@@H](C)Oc2ccc(NS(=O)(=O)c3ccc(F)cc3)cc2C(=O)N([C@@H](C)CO)C[C@@H]1C	0.1	0
CCCC#Cc1ccc2c(c1)O[C@@H](CN(C)S(=O)(=O)c1cccc(OC)c1)[C@H](C)CN([C@H](C)CO)S2(=O)=O	-0.2	7
C[C@@H]1CN([C@@H](C)CO)C(=O)CCCn2cc(nn2)CO[C@H]1CN(C)C	0.1	-11
CO[C@H]1CC[C@@H]2CCOc3ccc(C#N)cc3C(=O)N(C)C[C@@H](c3ccccc3)CC(=O)N(C)C[C@H]1O2	0.0	6
C[C@H]1CN([C@@H](C)CO)C(=O)c2cccc(NC(=O)C3CCCCC3)c2O[C@H]1CN(C)S(=O)(=O)c1cn(C)cn1	0.0	-53
C[C@@H]1CN([C@H](C)CO)S(=O)(=O)c2ccc(-c3ccc(F)cc3)cc2O[C@@H]1CN(C)C(=O)C1CCC1	-0.1	-4
C[C@H]1CN([C@@H](C)CO)S(=O)(=O)c2ccc(C#CC3CC3)cc2O[C@@H]1CN(C)C(=O)C1CCCCC1	-0.2	-40
CCCC(O)C#Cc1cnc2c(c1)C(=O)N([C@H](C)CO)C[C@H](C)[C@H](CN(C)Cc1ccc(F)cc1)O2 (stereo partly specified)	-1.4	-3
CNC[C@H]1Oc2ncc(C#Cc3cccc(OC)c3)cc2C(=O)N([C@@H](C)CO)C[C@H]1C	-0.1	9
C[C@@H]1CN([C@H](C)CO)C(=O)Cc2cc(NS(=O)(=O)c3ccc(F)cc3)ccc2O[C@@H]1CN(C)Cc1ccc(-c2ccccc2)cc1	-0.2	40
Cc1cccc(C(=O)Oc2ccc(/C=N/NC(=O)Cc3ccc([N+](=O)[O-])cc3)cc2)c1	-0.4	-6
CCC(=O)N(C)C[C@H]1Oc2cc(C3=CCCCC3)ccc2S(=O)(=O)N([C@@H](C)CO)C[C@H]1C	-0.1	-13
C[C@H](CO)N1C[C@H](C)[C@@H](CN(C)Cc2ccc(C(F)(F)F)cc2)OCc2cn(nn2)CCCC1=O	0.0	20
C[C@@H]1CN([C@H](C)CO)C(=O)c2cc(C#Cc3ccncc3)cnc2O[C@H]1CN(C)Cc1ccncc1	-0.2	-5
C[C@@H]1CCCCO[C@H](CN(C)C)[C@H](C)CN([C@H](C)CO)C(=O)c2cc(N(C)C)ccc2O1	-0.1	-25
C[C@H]1CCCCO[C@H](CN(C)C)[C@@H](C)CN([C@@H](C)CO)C(=O)c2cc(NC(=O)C3CCCCC3)ccc2O1	0.0	-47
C[C@H]1CN([C@@H](C)CO)C(=O)CCCn2cc(nn2)CO[C@H]1CN(C)C(=O)Nc1ccc2c(c1)OCO2	0.2	8

Screens (PubChem BioAssay)

An excerpt; count on the stated rates, not on these rows.
